PLCg1 inh: PLC-gamma1 (human) inhibition, primary screen; P19174; purified PLC-gamma1, fluorogenic substrate, fluorescence; inhibition, % at 12.2 µM; 370,000 tested, 0.84% active; in the data active = inhibition above about 9.5%
ASAP1 inh: ASAP1 ArfGAP inhibition. Q9ULH1. ASAP1-stimulated ARF1 GTP hydrolysis, GDP FP detection. inhibition, % at 16.5 µM. 360,000 tested, 0.19% active. AID 624377; in the data active = inhibition above about 25%;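 also: 0% = vehicle with enzyme and substrate and 100% = no enzyme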
LEDGF integ inh: blocks HIV-1 LEDGF/p75-dependent DNA integration | TR-FRET IN-LEDGF/p75 DNA integration, Eu/Cy5 | inhibition, % at 3.7 µM | 370,000 tested, 0.64% active | AID 743269;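 active = inhibition above the screen-wide mean plus 3 SD, cut at about 13% in these data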;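 also: signal is the Cy5 over europium emission ratio at 671 and 618 nm; 0% = plate median of compound wells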
ADAM17 inh: inhibitors of human ADAM17; P78536; 370,000 tested, 0.83% active; inhibition, % at 6.95 µM; recombinant ADAM17, EDANS/DABCYL FRET peptide cleavage;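 active = inhibition above the mean of compounds lying between control limits plus 3 SD, set per campaign, cut at about 8.5% in these data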;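 also: 0% = DMSO-only wells as the low control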
ADAM10 inh: inhibits human ADAM10; O14672; AID 720582; inhibition, % at 7 µM; 370,000 tested, 0.62% active; recombinant ADAM10, EDANS/DABCYL FRET peptide cleavage, 3 h;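 active = inhibition above a per-campaign cutoff equal to the mean of compounds falling between control-based bounds plus 3 SD, cut at about 20% in these data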;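 also: 0% = DMSO wells while the 100% control is not disclosed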
Target sequence (O14672 214-748 limits assumed): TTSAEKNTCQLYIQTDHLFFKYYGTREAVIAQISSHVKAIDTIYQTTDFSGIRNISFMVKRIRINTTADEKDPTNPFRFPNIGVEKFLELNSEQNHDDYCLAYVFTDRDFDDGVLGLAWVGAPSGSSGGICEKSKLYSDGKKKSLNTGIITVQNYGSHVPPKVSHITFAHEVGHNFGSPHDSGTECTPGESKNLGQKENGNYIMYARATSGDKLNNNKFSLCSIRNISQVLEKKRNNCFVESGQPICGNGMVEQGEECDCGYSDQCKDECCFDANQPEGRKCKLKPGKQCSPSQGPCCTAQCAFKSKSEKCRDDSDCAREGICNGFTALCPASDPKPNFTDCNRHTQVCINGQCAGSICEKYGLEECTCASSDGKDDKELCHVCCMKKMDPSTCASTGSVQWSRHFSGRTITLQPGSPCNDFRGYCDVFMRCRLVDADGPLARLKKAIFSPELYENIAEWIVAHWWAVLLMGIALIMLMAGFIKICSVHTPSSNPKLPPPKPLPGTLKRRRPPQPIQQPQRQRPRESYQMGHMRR
proKLK7 act: activators of human kallikrein-7 zymogen. 370,000 tested, 0.9% active. activation, % at 7 µM. purified proKLK7, EDANS-DABCYL substrate fluorescence; 100% is mature enzyme control, 0% vehicle. P49862;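 active = activation above the mean of all tested compounds plus 3 SD, computed per campaign excluding outliers beyond control limits, cut at about 13% in these data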
ARFGAP1 inh: inhibitors of rat ARFGAP1; inhibition, % at 16.5 µM; 360,000 tested, 0.26% active; Q62848; AID 651572; Arfgap1-stimulated ARF1 GTP hydrolysis, GDP FP detection;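 active = inhibition above a per-plate limit, mean inhibition of low control wells plus 3 SD, cut at about 25% in these data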;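 also: 0% = DMSO wells with enzyme and 100% = wells lacking Arfgap1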
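Replicates: Single well per compound | Assay system: Truncated rat Arfgap1 GAP domain | Control set: No-Arfgap1 wells (100%) versus DMSO full-reaction wells (0%) | Times: Enzyme reaction 120 min at 25 °C after 20 min preincubation | Reagent: Human ARF1(Δ1-17)-GTP substrate | Measured by: Tracer-displacement fluorescence polarization with EDTA stop, 620/688 nm | Measure: Percent inhibition of Arfgap1-stimulated GTP hydrolysis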
Tn6 DDE FP: inhibitors of Tn6 peptide binding to human fibrin DD(E) | AID 720509 | inhibition, % at 8.3 µM | Fibrin DD(E) TRITC-Tn6 fluorescence polarization displacement | P02675 | 370,000 tested, 0.21% active;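 active = inhibition above a per-campaign cutoff: mean of compounds within control limits plus 3 SD, cut at about 15% in these data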;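 also: 0% = median of all compound wells on the plate and 100% = blocking peptide control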
Target sequence (P02675 whole entry, looked up): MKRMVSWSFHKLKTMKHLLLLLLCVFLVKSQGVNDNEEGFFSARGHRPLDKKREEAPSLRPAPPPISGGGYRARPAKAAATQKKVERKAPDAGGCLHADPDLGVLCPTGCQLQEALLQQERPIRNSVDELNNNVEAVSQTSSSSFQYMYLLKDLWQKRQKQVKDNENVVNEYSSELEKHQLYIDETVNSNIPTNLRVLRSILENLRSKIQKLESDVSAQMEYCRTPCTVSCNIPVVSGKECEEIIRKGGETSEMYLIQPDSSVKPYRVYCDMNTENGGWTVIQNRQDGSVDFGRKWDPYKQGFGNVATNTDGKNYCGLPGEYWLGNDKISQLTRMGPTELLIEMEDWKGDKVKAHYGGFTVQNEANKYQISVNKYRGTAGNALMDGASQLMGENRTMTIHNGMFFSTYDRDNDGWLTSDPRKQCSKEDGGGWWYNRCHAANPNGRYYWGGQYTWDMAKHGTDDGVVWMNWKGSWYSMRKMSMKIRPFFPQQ
Tn7 DDE FP: DD(E)-Tn7 binding inhibition, primary FP screen. FP displacement of FITC-Tn7 peptide from fibrin DD(E); 0% = median of compound wells per plate. P02675. 370,000 tested, 0.13% active. AID 720508. inhibition, % at 8.3 µM;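 active = inhibition above the mean of compounds falling within the control limits plus 3 SD of them, cut at about 14% in these data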;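 also: 0% = plate median of compound wells and 100% = 10 µM Aha-Tn7 peptide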
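Test system: human clot-derived fibrin DD(E) complex / Quantity: 2 µM final DD(E) protein / Incubation: 10 min plus 3 h, room temperature / Measured by: fluorescence polarization / Benchmarks: high control of 10 µM Aha-Tn7 peptide / Replicates: singlicate testing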
TDP2 absorb: blocks human TDP2 phosphodiesterase activity; O95551; recombinant TDP2, T5PNP hydrolysis, p-nitrophenol absorbance 415 nm; inhibition, % at 12.8 µM; 370,000 tested, 0.34% active; AID 720702;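 active = inhibition above the mean of all tested compounds plus 3 SD, set per campaign, cut at about 25% in these data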;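 also: 0% = DMSO with enzyme and 100% = buffer with substrate but no TDP2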
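Incubation: 2 h at 37 °C; Test system: recombinant human TDP2; Quantity: enzyme 120 nM; Read-out basis: percent inhibition; Medium: 50 mM Tris-HCl pH 7.5 with Mg2+, KCl, DTT, BSA; Repeats: single replicate; Compound: 12.8 µM single point, 1% DMSO; Signal: epi absorbance; Reagent: 5 mM T5PNP chromogenic substrate; Benchmarks: no-enzyme high, DMSO-plus-enzyme low.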
* marks the source's active call; other numbers are inactive results; i = inactive.

No.	mol	proKLK7 act	ADAM17 inh	Tn6 DDE FP	ADAM10 inh	ASAP1 inh	LEDGF integ inh	Tn7 DDE FP	TDP2 absorb	ARFGAP1 inh	PLCg1 inh
1	O=C(NC1CCC(O)CC1)c1cccnc1Sc1ccccc1Cl (stereo unspecified)	0.0	-6	-6	-13	3	-2	4	1	13	6
2	COc1ccc(-c2oc3ccccc3c2C(=O)Oc2ccccc2)cc1	-43	-65	7	-250	2	-2	3	1	-5	-136
3	CC(C)Oc1ccc(C(=O)Nc2cccc(S(=O)(=O)N3CCCC3)c2)cc1	1.5	9.0*	0	13	6	3	4	-24	13	8
4	O=C(OCC(=O)C12CC3CC(CC(C3)C1)C2)c1cnccn1	-0.1	0	-3	-6	-1	5	-8	-25	-13	12*
5	O=C(N/N=C/c1ccc[nH]1)c1cc(-c2ccc(Cl)cc2)nc2ccccc12	-5.7	9.6*	-2	16	10	2	-7	-2	-5	-47
6	O=C(OCC(=O)c1c[nH]c2ccccc12)c1ccc(F)c(S(=O)(=O)N2CCOCC2)c1	0.0	2	-6	7	5	1	-3	11	3	0
7	CC(C)(O)[C@@H]1CC[C@@](C)(C2CC[C@]3(C)C2[C@H](O)CC2[C@@]4(C)CC[C@H](O)C(C)(C)C4[C@@H](O[C@H]4O[C@@H](CO)[C@H](O)[C@@H](O)[C@@H]4O[C@@H]4O[C@H](CO)[C@@H](O)[C@H](O)[C@H]4O)C[C@]23C)O1 (stereo in doubt)	0.2	1	5	1	5	-1	-1	-4	5	3
8	Cc1cc(Cl)ccc1OC(C)C(=O)Nc1ccc([N+](=O)[O-])cn1 (stereo unspecified)	0.2	1	2	7	-1	-1	7	2	12	4
9	COc1cc(NC(=O)c2cccnc2Sc2ccc(C)c(C)c2)cc(OC)c1OC	1.1	-2	-3	4	-19	0	3	4	9	-3
10	O=C(c1cccs1)N(c1ccc(F)cc1)C1C=CS(=O)(=O)C1 (stereo unspecified)	-0.1	-3	-11	-6	7	-1	3	7	3	-1
11	CC(=O)NC(Cc1ccccc1F)C(=O)NC1CCN(S(=O)(=O)c2ccccc2)CC1 (stereo unspecified)	-0.2	-1	-1	-3	-6	3	4	7	-4	0
12	Cc1ccc(C)c(CN2C(=O)c3ccccc3S(=O)c3ccc(C(=O)NCCCN4CCCC4)cc32)c1 (stereo unspecified)	0.7	-2	3	3	-10	1	4	12	-2	0
13	O=C(Nc1ccc(C(=O)O)cc1)/C(=C\c1ccc([N+](=O)[O-])cc1)NC(=O)c1ccc(Br)cc1	0.4	1	4	7	-5	-2	2	-10	-6	4
14	CN1CCN(CC(O)COC(c2ccc(Cl)cc2)c2ccc(Cl)cc2)CC1 (stereo unspecified)	0.5	-4	2	-1	3	-2	2	2	5	3
15	Cc1ccccc1CNc1nnnn1C	0.7	-6	-5	-3	6	-2	3	8	0	0
16	O=C(c1cccc(Oc2ccc([N+](=O)[O-])cc2)c1)N1CCOCC1	-0.1	-1	-5	-2	6	-3	-5	2	5	2
17	CCOC(=O)C1(C)NC(c2cccs2)C2C(=O)N(c3ccc(C)cc3)C(=O)C21 (stereo unspecified)	0.7	-1	2	0	0	3	4	9	-10	1
18	O=C1CSCC(=O)N1Cc1ccc(Cl)c(Cl)c1	-0.5	0	-4	-1	0	-1	-3	2	-5	1
19	CC1CN(C(=O)CSc2nnc(C3CCCCC3)n2N)CC(C)O1 (stereo unspecified)	0.0	-4	1	-7	-5	-2	7	4	-8	-1
20	Clc1ccc(OCc2nnc(-c3ccccc3Br)o2)cc1	-1.0	4	5	13	5	4	-1	2	-14	1
21	COc1ccccc1C(OC(=O)c1ccco1)C(=O)NCc1ccc(F)cc1 (stereo unspecified)	0.3	-4	-8	2	14	-9	10	-9	14	0
22	CC(Oc1ccc(Cl)cc1)c1ccnn1S(=O)(=O)c1ccccc1 (stereo unspecified)	-0.3	8.9*	-13	3	2	3	-9	-16	1	6
23	Cc1cc(C)n(CCc2nc(-c3ccc(C(C)(C)C)cc3)cs2)n1	0.1	12*	0	19	3	3	-7	-21	2	9
24	C[C@@H]1CN([C@H](C)CO)C(=O)c2cc(NC(=O)Nc3ccc(C(F)(F)F)cc3)ccc2O[C@H]1CN(C)C(=O)Nc1ccc(F)cc1	0.6	8	-7	35*	7	-2	2	3	-3	0
25	CCC(=O)c1ccc(OC(=O)C2CCN(C3=NS(=O)(=O)c4ccccc43)CC2)cc1	-0.6	-4	-3	-9	27*	-2	-2	-5	-3	5
26	Nc1nc2sc3c(c2cc1C(=O)N1CCOCC1)CCCC3	14*	-168	3	i	0	1	-9	-2	8	-348
27	Cc1cccc(N(CC(=O)NCc2ccc(F)cc2)C(=O)c2csnn2)c1C	0.3	2	5	-2	5	-1	-2	7	3	0
28	CC(C)(C)OC(=O)NCCc1nnc(SCc2ccc(Cl)cc2)o1	0.6	0	-10	8	-2	5	0	-21	18	6
29	O=c1c2ccccc2nc2n1CCC2O (stereo unspecified)	0.6	3	5	5	10	2	10	-18	14	8
30	CCC1CCC/C1=N\NC(=O)CCC(=O)Nc1ccccc1Cl (stereo unspecified)	-0.1	4	-2	2	5	4	-6	-9	2	8
31	Cc1ccn2c(NC3CCCCC3)c(-c3ccc(SC4CCCCC4)cc3)nc2c1	-0.9	-2	9	-8	-1	4	-9	-6	10	-18
32	COc1ccc(OC)c(CNS(=O)(=O)c2c(C)nc3scc(C)n3c2=O)c1	0.2	1	4	-2	-2	1	3	-6	12	-2
33	Cc1ccc(C)c(N2CCN(C(=O)CCCCn3c(=O)[nH]c4ccccc4c3=O)CC2)c1	0.6	-4	5	-6	6	3	-3	-5	-5	-2
34	CCOC(=O)CC1CCCCN1C(=O)CCCn1nnnc1CN1CCC(C)CC1 (stereo unspecified)	-0.4	-2	-6	5	3	-1	-1	1	-2	-1
35	CCOC(=O)CC1=NN(c2ccccc2)C(=O)/C1=C\c1ccc(N(C)C)cc1	0.3	1	7	-9	18	-7	1	2	-6	-6
36	CCSc1nnc(NC(=O)[C@@H](NC(=O)c2ccccc2F)C(C)C)s1	0.7	2	-4	-2	-7	1	-2	4	0	-1
37	O=C(COC(=O)C12CC3CC(CC(O)(C3)C1)C2)NC12CC3CC(CC(C3)C1)C2	-0.4	-1	3	-6	-10	-2	0	-8	11	1
38	CC1CCc2cc(F)cc3c(O)c(C(=O)NCc4ccco4)c(=O)n1c23 (stereo unspecified)	-0.1	-4	-3	4	-2	-1	-5	1	-7	2
39	CCC(=O)N1N=C(c2cccs2)CC1c1ccc(C)cc1 (stereo unspecified)	0.0	-13	0	-34	-21	-2	9	4	-16	-34
40	O=C(O)C(=Cc1ccc([N+](=O)[O-])cc1)c1ccccc1	-0.5	0	-2	1	-15	-1	5	-5	-16	-1
41	CN(c1cccc(NC(=O)Nc2ccc(Cl)cc2)c1)S(C)(=O)=O	0.1	2	-1	5	-9	3	2	0	-1	-2
42	CC(=O)c1ccc(N2CCCCC2)c(F)c1	-0.5	3	3	3	5	-3	1	-1	4	-3
43	CN1CCN(C(=O)/C(=C/c2cccc([N+](=O)[O-])c2)NC(=O)c2ccccc2)CC1	-0.2	-2	4	-1	3	0	0	17	8	-2
44	CS(=O)(=O)c1ccc(Cl)c(NC(=O)COC(=O)CNC(=O)c2cccs2)c1	0.5	-1	-1	-5	12	-2	5	-5	-2	-3
45	CCCC(c1nnnn1C1CCCCC1)N1CCN(c2ncccn2)CC1 (stereo unspecified)	-0.1	-2	8	4	8	4	5	7	-6	-3
46	O=C(Nc1ccccc1N1CCOCC1)c1ccc(Cl)c(S(=O)(=O)NCc2ccco2)c1	0.8	6	-2	15	3	-1	0	-18	9	9.7*
47	Cc1ccc(C(C)C)cc1S(=O)(=O)Nc1cccnc1	0.1	-5	-6	-12	7	1	-8	9	-9	1
48	COc1cccc(CNC(=O)C2CCN(S(=O)(=O)c3cccc4nonc34)CC2)c1	0.3	-5	-9	1	-5	-2	8	3	-4	0
49	CCOC(=O)c1c(C)nn(-c2ccc(NC(=O)CSCC(=O)O)cc2)c1C	0.2	-5	2	4	-2	0	0	3	3	2
50	CCOc1ccc(S(=O)(=O)N2CCCC(C(=O)NCc3ccccn3)C2)cc1C (stereo unspecified)	0.1	5	-1	4	-1	5	-6	-15	3	7
51	COc1ccc(Oc2coc3cc(OC(=O)c4cccs4)ccc3c2=O)cc1	3.6	-14	2	-43	-9	-1	-2	6	-1	-85
52	CC(Oc1cccc(Cl)c1)C(=O)Nc1ccc(N2CCOCC2)cc1N1CCOCC1 (stereo unspecified)	-0.2	-6	11	-6	5	1	0	-4	-11	0
53	Cc1cc(C)c(NC(=O)CCN2C(=O)c3ccccc3S2(=O)=O)c(C)c1	0.3	1	-1	-6	-10	2	5	-20	13	-3
54	O=C(NC1CCc2ccccc21)c1cc(COc2ccc(F)cc2F)on1 (stereo unspecified)	-0.1	5	-4	9	25	1	-2	-10	14	6
55	CC(C)c1ccccc1NS(=O)(=O)N(C)C	0.4	-2	3	-4	-9	-4	7	-3	2	0
56	CC(C)COC(=O)n1ccc(C(=O)N2CCCCC2)n1	-0.1	-8	4	13	10	-1	-1	-15	13	1
57	O=C(CC(c1ccccc1)c1ccccc1)Nc1ccc(O)cc1	0.0	4	-4	9	-2	0	9	3	9	0
58	CCCN1CCN(CCCNC(=O)c2cc3c(=O)[nH]c4ccc(C)cc4c3s2)CC1	21*	-205	9	i	7	3	-4	-6	-6	-142

With a hit mark in ADAM17 inh, of those listed so far:
No.	mol	proKLK7 act	ADAM17 inh	Tn6 DDE FP	ADAM10 inh	ASAP1 inh	LEDGF integ inh	Tn7 DDE FP	TDP2 absorb	ARFGAP1 inh	PLCg1 inh
3	CC(C)Oc1ccc(C(=O)Nc2cccc(S(=O)(=O)N3CCCC3)c2)cc1	1.5	9.0*	0	13	6	3	4	-24	13	8
5	O=C(N/N=C/c1ccc[nH]1)c1cc(-c2ccc(Cl)cc2)nc2ccccc12	-5.7	9.6*	-2	16	10	2	-7	-2	-5	-47
22	CC(Oc1ccc(Cl)cc1)c1ccnn1S(=O)(=O)c1ccccc1 (stereo unspecified)	-0.3	8.9*	-13	3	2	3	-9	-16	1	6
23	Cc1cc(C)n(CCc2nc(-c3ccc(C(C)(C)C)cc3)cs2)n1	0.1	12*	0	19	3	3	-7	-21	2	9
